High-throughput results from PubChem BioAssay.
MrgX1 agonist – agonists of human MrgX1 receptor, primary screen, HEK293 cells, Fluo-4 calcium flux. Fluo-4 calcium fluorescence, agonist mode; stronger effect = higher value. B-score at 10 µM. 0.44% of 310,000 active. AID 588627, 2011;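 active = calcium response B-score plate-corrected fluorescence ratio at least 3 library SD, with starting fluorescence B-score inside 5 SD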
Target sequence (Q96LB2 whole entry, looked up): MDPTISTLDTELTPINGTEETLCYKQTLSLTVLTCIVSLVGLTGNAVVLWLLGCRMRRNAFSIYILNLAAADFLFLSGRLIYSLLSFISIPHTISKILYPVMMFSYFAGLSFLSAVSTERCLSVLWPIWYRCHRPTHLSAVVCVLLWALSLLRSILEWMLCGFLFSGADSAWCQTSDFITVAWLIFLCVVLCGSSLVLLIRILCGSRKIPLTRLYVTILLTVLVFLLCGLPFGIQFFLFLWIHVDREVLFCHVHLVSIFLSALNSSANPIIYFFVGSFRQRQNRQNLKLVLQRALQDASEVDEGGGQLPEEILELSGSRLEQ
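System – MrgX1-expressing HEK293 cells · Incubation – cells plated overnight, dye loaded 0.5 h 37 °C, 0.5 h room temperature · Technique – kinetic Fluo-4 NW fluorescence of intracellular calcium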
TRPC6 inhibitor – mouse TRPC6 channel inhibitors, primary screen, cell-based, HEK293, membrane potential dye. Short transient receptor potential channel 6 (Mus musculus), Q61143. ACh-evoked depolarization; stronger effect = lower value. B-score at 10 µM. 1.1% of 310,000 active;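 active = B-score under library mean minus 3 SD, initial fluorescence not abnormally high, positive integrated signal ratio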;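 also: B-score derived from integrated fluorescence ratio over the kinetic read; more negative B-score means stronger inhibition of depolarization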
MrgX1 PAM – positive allosteric modulators of MrgX1, primary screen, HEK293 cells, Fluo-4 calcium flux. Mas-related G-protein coupled receptor member X1 (Homo sapiens), Q96LB2. FDSS; stronger effect = higher value. B-score at 10 µM. 0.63% of 310,000 active;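 active = plate-corrected calcium response at least 3 library SD above typical, normal starting fluorescence, not activating the receptor alone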;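 also: compound read alongside a low EC10 to EC30 dose of BAM8-22 agonist; peak minus trough fluorescence over baseline measured at the second addition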
TRPC6 act – mouse TRPC6 channel activators, primary screen, cell-based, HEK293, membrane potential dye. Short transient receptor potential channel 6 (Mus musculus), Q61143. HEK293-TRPC6 membrane potential dye fluorescence; stronger effect = higher value. B-score at 10 µM. 0.13% of 310,000 active;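 active = B-score of the integrated fluorescence ratio above library mean plus 3 SD, and starting fluorescence ratio within library mean plus 5 SD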;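 also: higher score means more depolarization so channel activation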
TRPC4 act – activators of mouse TRPC4 channel, primary screen, Fluo4 calcium, HEK293 TRPC4beta/mu-opioid cells; Fluo4 calcium fluorescence; stronger effect = higher value; AID 2237, 2010; 0.49% of 310,000 active; B-score at 10 µM;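 active = B-score above 5 SD of library B-scores, and initial fluorescence ratio not above library mean plus 5 SD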;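 also: positive B-score marks a calcium rise read as TRPC4 activation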
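Test system: HEK293 cells stably co-expressing mouse TRPC4beta and mu-opioid receptor | Schedule: Fluo4 dye loading 45 min at room temperature, 110 s recording | Measured by: Kinetic Fluo4 calcium fluorescence, 5 s baseline at 1 Hz | Evaluation: B score of integrated ratio | Controls: Buffer (low) and maximal DAMGO (high)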
MrgX1 antagonist – antagonists of human MrgX1 receptor, primary screen, HEK293 cells, Fluo-4 calcium flux; Mas-related G-protein coupled receptor member X1 (Homo sapiens), Q96LB2; BAM8-22 antagonism; stronger effect = lower value; B-score at 10 µM; 1.3% of 310,000 active; AID 588676, 2011;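 active = calcium-response B-score plate-corrected more than 3 library SD below zero, starting fluorescence within 5 deviations, no agonist response on first addition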;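 also: peak minus trough fluorescence over baseline after final BAM8-22 challenge near maximal dose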
TMEM16A act – TMEM16A chloride channel activators or potentiators, primary screen, cell-based, HTS; HEK293 TMEM16A/YFP-H148Q/I152L, iodide quench fluorescence; stronger effect = lower value; B-score at 10 µM; 0.3% of 340,000 active; AID 623877, 2012;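 active = fluorescence-ratio B-score plate-corrected deviation score at least 3 library SD below zero, with starting fluorescence score within 5 deviations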;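 also: channel opened by trigger with iodide after compound preincubation; score built on the fluorescence ratio of max minus min over baseline; more negative score means more quench and so TMEM16A activation or potentiation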
TRPC4 potent – positive allosteric modulators of TRPC4, primary screen, cell-based, mouse TRPC4beta, HEK293 mu-opioid, Fluo-4 calcium; Short transient receptor potential channel 4 (Mus musculus), Q9QUQ5; DAMGO EC20, Fluo-4 Ca2+ flux; stronger effect = higher value; B-score at 10 µM; 0.42% of 310,000 active; AID 2227, 2009;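 active = B-score of calcium response area above 5 SD of library B-scores, with initial fluorescence ratio within 5 SD of library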;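 also: B-score of integrated fluorescence ratio over time as area under calcium response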
TRPC4 inh – inhibitors of mouse TRPC4 channel, primary screen, Fluo4 calcium, HEK293 TRPC4beta/mu-opioid cells; Short transient receptor potential channel 4 (Mus musculus), Q9QUQ5; DAMGO-evoked Fluo4 calcium flux; stronger effect = lower value; B-score at 10 µM; 0.39% of 300,000 active;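 active = B-score over 3 SD under the library average, no early fluorescence shift, positive overall ratio signal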
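Material: HEK293 cells with stable TRPC4beta plus mu-opioid receptor expression / Probe or stimulus: DAMGO in two steps, submaximal then maximal / Compound: single concentration per test compound / Technique: kinetic Fluo4 fluorescence imaging of calcium influx / Read-out: per-well B score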
SKKanGAS inh – S. pyogenes SKKanGAS growth inhibitors in kanamycin, primary screen, streptokinase expression inhibitor project, SKKanGAS strain, BacTiter-Glo luminescence; 6 h; inhibition, % at 7.5 µM; 1.3% of 300,000 active;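 active = mean replicate score, as percent of positive control median, at least 50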;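 also: strain carries kanamycin resistance gene driven by streptokinase promoter and grows in 40 µg/ml kanamycin; loss of luminescence reflects streptokinase promoter inhibition or plain growth inhibition; 0% = median of DMSO wells and 100% = positive control at its reference dose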
ANO1 block – TMEM16A chloride channel inhibitors, primary screen, cell-based, HTS. Anoctamin-1 (Mus musculus), Q8BHY3. HEK293 TMEM16A/YFP iodide influx fluorescence, ionomycin. normalized B-score (activity score, 25-100; higher = stronger inhibition) at 10 µM. 1.2% of 310,000 active. AID 588511, 2011;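 active = ratio plate-corrected score three or more library SD toward inhibition, starting fluorescence score within five deviations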;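 also: score derived from kinetic fluorescence span divided by baseline fluorescence per well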
The depositor's hits bear a star; i = inactive; / = not tested or not shown.

SMILES	MrgX1 agonist	TRPC6 inhibitor	MrgX1 PAM	TRPC6 act	TRPC4 act	MrgX1 antagonist	TMEM16A act	TRPC4 potent	TRPC4 inh	SKKanGAS inh	ANO1 block
CC(C)(C)NC(=O)C(c1ccc(O)cc1)N(C(=O)CCC(=O)Nc1nccs1)c1ccc(F)cc1 (stereo unspecified)	i	i	i	i	i	i	i	i	i	0	i
Cc1ccc(C(=O)NNC(=O)C2CCCN(c3ncccn3)C2)cc1 (stereo unspecified)	i	i	i	i	i	i	i	i	i	-9	i
Cc1ccc(S(=O)(=O)N2CCSC2=Nc2ccccc2)cc1	i	i	i	i	i	i	/	i	i	-5	i
Cn1c(SCC(=O)c2ccc(F)cc2)ncc(C(=O)Nc2ccccc2)c1=O	i	i	i	i	i	i	i	i	i	1	i
COc1ccc(-n2c3c(cc(C(=O)NCc4ccco4)c2=O)C(=O)CC(C)(C)C3)cc1	i	i	i	i	i	i	i	i	-7*	2	i
O=C(COC(=O)Cn1cnc2ccccc21)Nc1cccc(S(=O)(=O)N2CCOCC2)c1	i	i	i	i	i	i	i	i	i	2	i
CCC(C)NS(=O)(=O)c1ccc(OCC(=O)NCc2cccnc2)cc1 (stereo unspecified)	i	i	i	i	i	i	i	i	i	-2	i
Oc1cccnc1SCc1ccccc1	i	i	i	i	i	i	i	i	i	13	i
CC(=O)c1c(C)n(-c2ccccc2)c2ccc(O)cc12	i	i	i	i	i	i	i	i	i	/	i
O=C(O)c1cc(-c2ccc(O)cc2)nc2ccccc12	i	i	i	i	i	i	/	i	i	0	i
CCOC(=O)/C(C(=O)Nc1ccc(Br)cc1)=C1/NC(C)(C)Cc2ccccc21	i	i	i	i	i	i	i	i	i	19	i
CCN1CCN(S(=O)(=O)c2ccc(Cl)c(C(=O)Nc3nnc(CC(C)C)s3)c2)CC1	i	i	i	i	i	i	i	i	i	5	i
COc1cccc(C(=O)C[n+]2ccccc2/C=N/O)c1	i	i	i	i	i	i	i	i	i	-9	i
c1ccc2c(c1)CCN(c1nc(CN3CCOCC3)nc3sc4c(c13)CCCC4)C2	i	i	i	i	i	i	i	i	i	7	i
CC(=O)c1c(C)[nH]c(C(=O)OCC(=O)NCCc2ccc(F)cc2)c1C	i	i	i	i	i	i	i	i	i	11	i
O=C(O)CC/C(=N\Nc1ccc([N+](=O)[O-])cc1)c1ccccc1	i	i	i	i	i	-5.9*	i	i	i	8	i
C=CCNC(=S)N1CCN(CCN=CC2=C(O)CC(c3ccco3)CC2=O)CC1 (stereo unspecified)	i	i	i	i	i	i	i	i	i	2	i
COC(=O)c1sccc1NC(=S)Nc1cc(C)cc(C)c1	i	i	i	i	i	i	i	i	i	-4	i
CC(=O)c1sc(N/N=C2\CC3CC2C(C)C3(C)C)nc1C (stereo unspecified)	i	i	i	i	i	i	i	i	i	9	i
O=C(c1ccc(Cl)cc1)N1CCCC(C(=O)N2CCCCC2)C1 (stereo unspecified)	i	i	i	i	i	i	i	i	i	-1	i
COC(=O)c1nc2n(n1)C(c1ccc(OC)c(OC)c1)C(C(=O)OC1CCCCC1)=C(C)N2 (stereo unspecified)	i	i	i	i	i	i	i	i	i	-7	i
CCCN(c1ccccc1F)S(=O)(=O)c1cc(-c2cc(C)no2)ccc1OC	i	i	i	i	i	i	i	i	i	4	i
CCN1CCN(c2cc(SC(C)C)nc(-c3ccc(OC)cc3)n2)CC1	/	i	/	i	i	/	i	i	i	4	/
CCOC(=O)CSc1cc(=O)n(C)c2cc(Cl)ccc12	i	i	i	i	i	i	i	i	i	-1	i
CC1Oc2ccccc2OC1(O)c1ccc2ccccc2n1 (stereo unspecified)	i	i	i	i	i	i	i	i	i	4	i

Entries shown so far that contain a COOH group, in the order listed:
SMILES	MrgX1 agonist	TRPC6 inhibitor	MrgX1 PAM	TRPC6 act	TRPC4 act	MrgX1 antagonist	TMEM16A act	TRPC4 potent	TRPC4 inh	SKKanGAS inh	ANO1 block
O=C(O)c1cc(-c2ccc(O)cc2)nc2ccccc12	i	i	i	i	i	i	/	i	i	0	i
O=C(O)CC/C(=N\Nc1ccc([N+](=O)[O-])cc1)c1ccccc1	i	i	i	i	i	-5.9*	i	i	i	8	i

More results follow:
SMILES	MrgX1 agonist	TRPC6 inhibitor	MrgX1 PAM	TRPC6 act	TRPC4 act	MrgX1 antagonist	TMEM16A act	TRPC4 potent	TRPC4 inh	SKKanGAS inh	ANO1 block
C/C(=N/NC(=O)CN1CCN(Cc2ccccc2Cl)CC1)c1ccncc1	i	i	i	i	i	i	i	i	i	-8	i
Cc1ccc2oc3nc(C)c(C(=O)Nc4cccc(C(F)(F)F)c4)cc3c(=O)c2c1	i	i	i	i	i	i	i	i	i	14	i
COc1ccccc1C1=NOC(C)(c2sc(-c3ccccc3)nc2C)C1 (stereo unspecified)	i	i	i	i	i	i	i	i	i	0	i
CCc1nnc(N/N=C/c2ccc(-c3ccc([N+](=O)[O-])cc3)o2)n1N	i	i	i	i	i	i	i	i	i	6	i
CN(/N=C/c1ccc(Br)o1)C1=NS(=O)(=O)c2ccccc21	i	i	i	i	i	i	i	i	i	3	i
CS(=O)(=O)N(CC(=O)NCc1ccncc1)c1ccc(F)c(Cl)c1	i	i	i	i	i	i	i	i	i	-4	i
CCOc1ccc(OCC)c(NC(=O)C2CCCN(S(=O)(=O)c3c(C)noc3C)C2)c1 (stereo unspecified)	i	i	i	i	i	i	i	i	i	1	i
COC(=O)c1cc(S(=O)(=O)N2CCN(c3cccc(C)c3)C(C)C2)c[nH]1 (stereo unspecified)	i	i	i	i	i	i	i	i	i	-7	i
CCc1noc(C)c1C(=O)NNC(=O)COc1ccc(C)cc1	i	i	i	i	i	i	i	i	i	1	i
Cc1ccc(NC(=O)CSc2nc(O)cc(=O)n2C)cc1	i	i	i	i	i	i	i	i	i	40	i
Cc1nnc(SCc2ccccc2Cl)n(N)c1=O	i	i	i	i	i	i	i	i	i	-14	i
O=C(Nc1ccccc1F)c1ccccc1-c1ccccc1	i	i	i	i	i	i	i	i	i	-3	i
COc1ccc(S(=O)(=O)N2CCCC2CNC(=O)c2cccc(OC)c2)cc1 (stereo unspecified)	i	i	i	i	i	i	i	i	i	-3	i
Cc1ccc(S(=O)(=O)N2CCCCC2)cc1C(=O)NC1CC(C)(C)NC(C)(C)C1	i	i	i	i	i	i	i	i	i	-18	i
COc1ccc(OC)c(NC(=O)C2CCN(c3ncccn3)CC2)c1	i	i	i	i	i	i	i	i	i	/	i
O=C(NCc1ccc(Cl)cc1)c1nccnc1CO	i	i	i	i	i	i	i	i	i	-3	i
CN(C)C1=NC[C@H](Cc2ccccc2)N1CC1CCCCC1	i	/	i	/	/	i	i	/	/	/	i
CC(=O)C1=C(c2ccccc2)OC(N)=C(C#N)C1c1ccccc1F (stereo unspecified)	i	i	i	i	i	i	i	i	i	0	i
O=C(/C=C/c1cccc([N+](=O)[O-])c1)c1cccs1	35*	i	i	i	i	i	i	i	i	3	i
CCCCCCCCCC(=O)NNC(=O)c1c(O)c2ccccc2n(CC)c1=O	i	i	i	i	i	i	i	i	i	30	i
COC(=O)c1scc(C)c1NC(=O)c1cccc(C#N)c1	i	i	i	i	i	i	i	i	i	2	i
COc1ccc(CNc2nc3ccccc3n2CCN2CCOCC2)cc1	i	i	i	i	i	i	i	i	i	1	i
CCCCOc1ccc(NC(=O)Cn2c(=O)ccc3c(C)cc(C)nc32)cc1	i	i	i	i	i	i	i	i	i	1	i
COc1ccc(C)cc1N(CC(=O)NCCSCc1ccco1)S(=O)(=O)c1ccc(C)cc1	i	i	i	i	i	i	i	i	i	8	i
O=C(NCc1ccccc1)c1cc2ccccc2o1	i	i	i	i	i	i	i	i	i	-19	i
SMILES	MrgX1 agonist	TRPC6 inhibitor	MrgX1 PAM	TRPC6 act	TRPC4 act	MrgX1 antagonist	TMEM16A act	TRPC4 potent	TRPC4 inh	SKKanGAS inh	ANO1 block
COc1ccc(-n2c(SC3CCOC3=O)nc3ccccc3c2=O)cc1OC (stereo unspecified)	i	i	i	i	i	i	i	i	i	-8	i
O=C(Nc1ccc(Cl)c(C(F)(F)F)c1)[C@@H]1CC=C[C@@H]2CCN(C3CC3)C(=O)[C@@H]21	i	i	i	i	i	i	i	i	i	7	i
COc1ccc(C)cc1NC(=O)CSc1nnc(-c2ccc(Br)cc2)o1	i	i	i	i	i	i	i	i	i	-13	100*
O=C(Nc1cccc(Cl)c1)NC1CCCCC1	i	i	i	i	i	i	i	i	i	0	i
COc1ccccc1CN1CC(C(=O)NCc2c(F)ccc(C)c2F)CCC1=O (stereo unspecified)	i	i	i	i	i	i	i	i	i	-2	i
Nc1[nH]n2c(=O)cc(-c3ccccc3)nc2c1N=Nc1ccc2c(c1)OCO2	i	i	i	i	i	i	/	i	i	56*	i
CN(Cc1cccc(F)c1)C(=O)c1ccc(S(=O)(=O)C(F)F)cc1	i	i	i	i	i	i	i	i	i	3	i
Cc1cc(Cl)ccc1NC(=O)CN1CCN(C(=O)c2ccco2)CC1	i	i	i	i	i	i	i	i	i	3	i
Fc1ccc2c(c1)[C@H]1OCC[C@H]1[C@@H](c1ccco1)N2	i	i	i	i	i	i	i	i	i	7	i
CCc1sc(C(=O)Nc2cc(Cl)ccc2N2CCCCC2)cc1C	i	i	i	i	i	i	i	i	i	9	i
CC(=O)Nc1ccc(NC(=O)CSc2ccc(-c3cccs3)nn2)cc1	i	i	i	i	i	i	i	i	i	-15	i
C=C(C)C1CC=C(C)/C(=N/NC(=O)CNc2ccc(OCC)cc2)C1 (stereo unspecified)	i	i	i	i	i	i	i	i	i	7	25*
Cc1cccc(OCC(=O)Nc2ccc3c(c2)nc(CCN2CCN(C)CC2)n3C)c1	i	i	i	i	i	i	i	i	i	0	i
